Screening results (PubChem BioAssay)
IMPase Li inh: membrane-permeable IMPase blocker, potentiated with lithium. CHO-M1 cells, IP1 TR-FRET (IP-One), carbachol + lithium. Potency, µM (highest dose often 59.4 µM), for inactives: at the top dose activity, negative = IMPase inhibition, usual class: inhibitors. 210,000 compounds, 0.35% hits;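 also: IP1 builds up when IMPase is blocked and the TR-FRET signal falls; potency is read from the fitted curve at half-maximal effect; plate controls were basal vehicle for no effect and high inhibitor control for full effect; nearly all actives have a fitted effect of over 50% in size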
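Readout is a homogeneous TR-FRET IP1 immunoassay (Ex 320, Em 665 and 620), where raised cytosolic IP1 lowers signal. Cells were CHO-M1 treated 30 min at 37C with test compounds plus a little lithium; AC50 values came from Hill-equation fitting.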
Luc counter: blocks Kinase-Glo luciferase, a counter-screen artifact; Q27757; Kinase-Glo luciferase, ATP luminescence, 8 min; Potency, µM (doses to about 38.3 µM), for the others: top-dose activity change, negative = inhibition, hits mostly inhibitors; 200,000 compounds, 0.28% hits; also: potency is read from the fitted curve at half-maximal effect; % is scaled to controls: 0 for no effect and ±100 for the full control effect; nearly all actives have a fitted effect of over 60% in size
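Recombinant Kinase-Glo luciferase, 10 uM ATP (linear range), luciferin; imidazole pH 7.2 / KCl / MgCl2 / Tween / BSA buffer; 8 min RT; luminescence.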
Epigenetic reg: epigenetic control regulation, reporter derepression. Potency, µM (doses to about 53.9 µM), without a hit: at the top dose GFP activation, most hits filed as activators. 280,000 compounds, 0.2% hits. murine LDR cells, GFP reporter derepression, 30 h; also: potency is read from the fitted curve at half-maximal effect; % of control where 0% means no effect; nearly all actives have a fitted effect of over 60% in size
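GFP-positive cell count by laser-scanning cytometry (objects 20–120 um) after 30 h, 37 C compound exposure of murine LDR cells; reporter is CMV-GFP integrated at a silenced locus, inducible by HDAC or DNMT inhibitors.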
CBFb RUNX1 block: inhibitors of human CBF-beta and RUNX1 interaction | Q01196+Q13951 | AlphaScreen CBFb-His/RUNX1-biotin binding, biochemical | Potency, µM (series often up to 59.8 µM), without a hit: top-dose activity, negative = inhibition, usual class: inhibitors | 230,000 tested, under 10 active | AID 1477; also: % of control where 0% means no effect
Target sequence (Q01196 whole entry, looked up): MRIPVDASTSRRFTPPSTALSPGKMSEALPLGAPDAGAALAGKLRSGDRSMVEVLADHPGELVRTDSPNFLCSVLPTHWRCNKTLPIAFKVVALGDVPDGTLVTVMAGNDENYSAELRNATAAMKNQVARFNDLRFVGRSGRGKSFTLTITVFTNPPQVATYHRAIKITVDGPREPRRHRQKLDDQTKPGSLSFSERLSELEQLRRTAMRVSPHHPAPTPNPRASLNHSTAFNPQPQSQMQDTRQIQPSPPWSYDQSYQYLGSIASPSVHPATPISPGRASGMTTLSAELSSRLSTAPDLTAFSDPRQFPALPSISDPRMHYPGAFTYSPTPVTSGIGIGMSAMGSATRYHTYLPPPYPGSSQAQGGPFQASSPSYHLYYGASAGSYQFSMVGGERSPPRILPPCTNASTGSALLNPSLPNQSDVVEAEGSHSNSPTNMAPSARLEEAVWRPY
Target sequence (Q13951 whole entry, looked up): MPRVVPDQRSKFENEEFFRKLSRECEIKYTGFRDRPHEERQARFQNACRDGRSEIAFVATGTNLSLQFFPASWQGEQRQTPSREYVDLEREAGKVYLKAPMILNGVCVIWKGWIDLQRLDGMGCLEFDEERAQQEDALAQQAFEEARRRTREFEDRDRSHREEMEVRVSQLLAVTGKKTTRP
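Interaction loss through any mechanism counts as activity. Pre-formed complex of His-CBF-beta and biotin-RUNX1 (30 nM apiece) is incubated with compound 15 min, then with 50 ng nickel and 50 ng streptavidin beads for 90 min before AlphaScreen detection.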
NPSR antag: antagonists of human neuropeptide S receptor cAMP signaling; CHO-NPSR cells, cAMP TR-FRET, antagonist mode; Potency, µM (series often up to 38.3 µM), for the others: top-dose activity change, negative = inhibition, hits mostly inhibitors; 220,000 compounds, 1% hits; also: potency is read from the fitted curve at half-maximal effect; % is scaled to controls: 0 for no effect and ±100 for the full control effect; nearly all actives have a fitted effect of over 50% in size; many of its hits are not listed in these tables
Target sequence (Q6W5P4 whole entry, looked up): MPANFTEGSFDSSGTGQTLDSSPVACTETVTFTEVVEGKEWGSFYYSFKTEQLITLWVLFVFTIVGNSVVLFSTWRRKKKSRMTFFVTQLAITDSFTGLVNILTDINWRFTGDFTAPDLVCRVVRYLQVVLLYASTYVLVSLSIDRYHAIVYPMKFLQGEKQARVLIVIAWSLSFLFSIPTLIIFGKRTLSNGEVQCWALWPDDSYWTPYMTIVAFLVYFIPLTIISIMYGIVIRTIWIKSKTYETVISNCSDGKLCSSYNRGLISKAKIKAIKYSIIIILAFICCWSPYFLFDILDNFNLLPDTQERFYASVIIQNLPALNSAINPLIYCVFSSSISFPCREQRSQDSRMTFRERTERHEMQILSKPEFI
HTT aggregate: mutant huntingtin aggregation inhibition | 220,000 compounds, 1.1% hits | PC12 HttQ103-GFP aggregates, Acumen cytometry, 40 h | Potency, µM (doses to about 46.1 µM), for inactives: at the top dose activity change, negative = inhibition, usual class: inhibitors; also: potency is read from the fitted curve at half-maximal effect; % is scaled to controls: 0 for no effect and ±100 for the full control effect; nearly all actives have a fitted effect of over 60% in size
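Aggregates are detected as GFP objects 1–25 µm with signal 6 STDEV over background in lysates of induced PC12 cells. These carry Huntingtin exon 1 with 103 glutamines fused to GFP under an ecdysone promoter; compounds titrated.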
L3MBTL1 block: blocks human L3MBTL1; Q9Y468; AlphaScreen L3MBTL1–H3K9me1 peptide binding; Potency, µM (titrated, usually from 57.1 µM), inactives show at the top dose activity, negative = inhibition, most hits filed as inhibitors; 230,000 compounds, 0.66% hits; AID 485360; also: potency is read from the fitted curve at half-maximal effect; % is scaled to controls: 0 for no effect and ±100 for the full control effect; nearly all actives have a fitted effect of over 60% in size
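First, the protein-peptide complex forms for 30 min at room temperature (L3MBTL1 50 nM, biotinylated H3K9me1 peptide 75 nM). Next, compounds are pin-transferred and incubated 30 min. Finally, AlphaScreen beads are added and read after 30 min.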
Starred values were filed as active, the others as inactive; ? = inconclusive; / = no result given; & = joins results of further samples; [ ] = another dose, or the depositor's remark. Calls follow the shape of the dose curve; as a rule, active = well fitted curve in the direction sought with a large enough effect; inconclusive = small, poorly fitted or top-dose-only effect, or another doubt; inactive = no such curve, though single readings can be large; an effect the other way counts as inactive or inconclusive.

cpd | SMILES | IMPase Li inh | Luc counter | Epigenetic reg | CBFb RUNX1 block
1 | O=C(NC1CCCCC1)C(c1ccco1)N(Cc1cccnc1)C(=O)C1COc2ccccc2O1 (configuration not stated) | 14% | 2% | -7.7% | 1%
2 | CCO[C@@H]1OC(C(=O)N2CCN(Cc3ccccc3)CC2)=C[C@H](c2coc3ccccc3c2=O)[C@H]1CCCO | 6% | / | -0.3% | 3%
3 | Cc1cc(N)ccc1NC(=O)c1ccccc1 | -4%[38.3 µM] | -6% | -1.1% | -19%
4 | Cn1c(=O)[nH]c(=O)c2c1nc1n2CCCN1CCc1ccccc1 | -11%[38.3 µM] | -2% | 1.7% | -8%
5 | CCOC(=O)c1ccccc1NC(=O)c1cccc(F)c1 | 31%[activator][38.3 µM] | 18% | 2.2% | 26%
6 | CC1CCCN(CC(O)COCC2COc3ccccc3O2)C1 (configuration not stated) | 14%[38.3 µM] | 2% | 5.6% | 6%
7 | Cc1nn(CC(=O)NC(C)C)c(C)c1[N+](=O)[O-] | 7% | 2% | -1.8% | 3%
8 | CCOC(=O)CNC(=O)CSc1nc(-c2ccc(C)cc2)ns1 | 8% | -3% | -4.2% | 9%
9 | O=C(CSc1nc(-c2ccc(Cl)cc2)cs1)Nc1cccc([N+](=O)[O-])c1 | 13% | 1% | 0.0% | -3%
10 | CCCn1c(-c2ccc(F)cc2)nc2c(NCCN3CCOCC3)nc(C)nc21 | -9% | -5% | 1.4% | 16%
11 | c1nc(COc2nsnc2N2CCOCC2)cs1 | 0%[38.3 µM] | -5% | -1.5% | 4%
12 | O=C(COC(=O)c1ccc(Cl)c(S(=O)(=O)N2CCCCC2)c1)NCc1ccco1 | 8% | / | -0.2% | -17%
13 | CCNC(=S)N/N=C/c1ccco1 | 36%[38.3 µM] | -3% | 0.0% | -3%
14 | Cc1ccc(-n2nc(C)c3c(C)c(CCC(=O)NCc4ccccc4)c(C)nc32)cc1 | ? | 0% | 0.1% | 1%
15 | O=C(O)CC(C(=O)O)c1cn(Cc2ccccc2)c2ccccc12 (configuration not stated) | -11%[38.3 µM] | -1% | 3.2% | -20%

cpd | NPSR antag | HTT aggregate | L3MBTL1 block
1 | -26%[46.1 µM] | ? | 0%
2 | 24% | 13%[9.22 µM] | 16%
3 | -7%[46.1 µM] | 15% | -10%
4 | -5%[46.1 µM] | 4% | 0%
5 | -9%[46.1 µM] | -4% | /
6 | -1%[46.1 µM] | 10% | -8%
7 | 11% | ? | 8%
8 | 3% | 14% | 3%
9 | -6%[46.1 µM] | -5% | -14%
10 | / | / | /
11 | 2%[46.1 µM] | ? | -13%
12 | 12% | -12% | /
13 | -2%[46.1 µM] | 15% | /
14 | ? | 1% | /
15 | -11%[46.1 µM] | -12% | -5%

Given with bars between the fields: 6 of the compounds above.
no. | mol | IMPase Li inh | Luc counter | Epigenetic reg | CBFb RUNX1 block | NPSR antag | HTT aggregate | L3MBTL1 block
7 | Cc1nn(CC(=O)NC(C)C)c(C)c1[N+](=O)[O-] | 7% | 2% | -1.8% | 3% | 11% | ? | 8%
8 | CCOC(=O)CNC(=O)CSc1nc(-c2ccc(C)cc2)ns1 | 8% | -3% | -4.2% | 9% | 3% | 14% | 3%
9 | O=C(CSc1nc(-c2ccc(Cl)cc2)cs1)Nc1cccc([N+](=O)[O-])c1 | 13% | 1% | 0.0% | -3% | -6%[46.1 µM] | -5% | -14%
10 | CCCn1c(-c2ccc(F)cc2)nc2c(NCCN3CCOCC3)nc(C)nc21 | -9% | -5% | 1.4% | 16% | / | / | /
11 | c1nc(COc2nsnc2N2CCOCC2)cs1 | 0%[38.3 µM] | -5% | -1.5% | 4% | 2%[46.1 µM] | ? | -13%
12 | O=C(COC(=O)c1ccc(Cl)c(S(=O)(=O)N2CCCCC2)c1)NCc1ccco1 | 8% | / | -0.2% | -17% | 12% | -12% | /

(list continues)
cpd | SMILES | IMPase Li inh | Luc counter | Epigenetic reg | CBFb RUNX1 block
16 | CN(CCNC(=O)c1cc2c(=O)n(C)c3ccccc3c2n1C)Cc1ccccc1 | 14%[38.3 µM] | 2% | -1.8% | -9%
17 | O=C(COC(=O)[C@H](Cc1ccccc1)NC(=O)c1cccs1)Nc1cc(F)ccc1F | 20% | 0% | -3.1% | -5%
18 | C=CCNc1nc(N(c2ccccc2)c2ccccc2)nc(-n2ccnc2)n1 | 8%[38.3 µM] | -2% | -0.3% | 0%
19 | CCOC(=O)c1c(NC(=O)COC(=O)CNC(=O)c2ccco2)sc(C)c1C | -3% | 1% | 2.1% | 2%
20 | S=C(NCc1ccccc1)NC1CCCc2ccccc21 (configuration not stated) | 17% | -1% | -0.1% | 10%
21 | O=Cc1cccn1-c1cccc([N+](=O)[O-])c1 | 5% | 0% | 4.0% | 0%
22 | Cc1ccc(NCCC#N)cc1C | -6% | -1% | -1.3% | 1%
23 | O=C1C2CCCN2C(=S)N1Cc1ccccc1 (configuration not stated) | -6% | / | -0.4% | 3%
24 | CC1S/C(=N\N=C\c2cccc([N+](=O)[O-])c2)N(C(C)(C)C)C1=O (configuration not stated) | / | / | 0.0% | -8%
25 | O=C(COc1ccc([N+](=O)[O-])cc1)NNC(=O)c1cccs1 | 0% | 1% | -4.7% | 5%
26 | COC(=O)CNC(=O)c1cc(-c2ccncc2)nc2c(C)c(Cl)ccc12 | 16% | -3% | -0.9% | -1%
27 | Cc1ccccc1NC(=O)C1CC(=O)N(c2ccc3c4c(cccc24)CC3)C1 (configuration not stated) | 6%[38.3 µM] | -1% | 1.3% | 3%
28 | CCCCN1CCCC[C@H]1C(=O)Nc1c(C)cccc1C | 3%&11% | -3%[39.9 µM] | 0.7% | 2%
29 | CC#CCN1c2ccccc2[C@]23C[C@@H](C(=O)OC)N(S(=O)(=O)c4ccc5c(c4)OCCN5C)C2=NC(C(=O)OC)=C(C(=O)OC)[C@H]13 | -8% | -2%[7.66 µM] | / | 0%[13.1 µM]
30 | O=C(CSCc1cccc(Cl)c1)N/N=C/c1ccc(OCC(=O)N2CCCCC2)cc1 | 9%[38.3 µM] | -2% | -0.9% | -5%

cpd | NPSR antag | HTT aggregate | L3MBTL1 block
16 | -3%[46.1 µM] | -13% | /
17 | -22% | 6% | -8%
18 | -23%[46.1 µM] | 9% | ?
19 | 12% | 21% | -7%
20 | -32% | -20% | 0%[11.4 µM]
21 | -18% | -1%[9.22 µM] | -3%
22 | 14% | ? | -6%
23 | 18% | 0% | /
24 | -49% | -19%[9.22 µM] | -1%
25 | 20% | 24% | 2%
26 | ? | 20% | 7%
27 | -17%[46.1 µM] | -7% | -1%
28 | / | -14% | /
29 | / | / | /
30 | -21%[46.1 µM] | -5% | -4%

More records:
cpd | SMILES | IMPase Li inh | Luc counter | Epigenetic reg | CBFb RUNX1 block
31 | O=C(Nn1c(C2CCC2)nc2ccccc2c1=O)c1cccs1 | -6% | 3% | 11% | 8%
32 | CCOC(=O)C1CCCN(C(=O)c2cnn3c(C(F)F)cc(-c4ccc(C)cc4)nc23)C1 (configuration not stated) | 16%[38.3 µM] | 2% | 0.0% | 15%
33 | Cc1c(C(c2ccc([N+](=O)[O-])cc2)c2c(C)n(C)n(-c3ccccc3)c2=O)c(=O)n(-c2ccccc2)n1C | -4%[38.3 µM] | 2% | 2.6% | 4%
34 | Cc1ccc(Nc2nc(CSc3nnc(-c4ccc(F)cc4)n3C)cs2)cc1 | 6% | 2% | -2.5% | -19%
35 | O=C(CCSc1nc2ccccc2o1)N1CCOCC1 | -8% | -5% | 8.0% | 12%
36 | COc1cc(NC(=O)CN2CCN(c3ccccc3O)CC2)c(C)cc1[N+](=O)[O-] | 13% | -4% | -1.3% | 4%
37 | Cn1c(=O)[nH]c(=O)c2c1nc(NCCCO)n2CCOc1ccccc1 | 8% | -3% | -4.5% | 5%
38 | COc1ccc(N(CC(=O)O)S(=O)(=O)c2c(C)n[nH]c2C)cc1 | 25%[38.3 µM] | -3% | 2.3% | -8%
39 | Cc1ccc(Cl)cc1OCC(=O)NCCOC(=O)Nc1sc(=S)n(C)c1C | 1% | 0% | -0.1% | -1%
40 | CC1CCN(c2ccc([N+](=O)[O-])cn2)CC1 | 10% | -1% | -1.0% | 2%
41 | CCCCN(CC)Cc1c(C)[nH]c2ccccc2c1=O | 14%[38.3 µM] | -7% | -0.7% | 0%
42 | CCOC(=O)c1c(NC(=O)CSc2nnc(C)s2)sc2c1CCN(C)C2 | 34%[activator][38.3 µM] | 1% | 0.0% | 8%
43 | CCC(C)[C@H](NC(=O)NCCC1=CCCCC1)C(=O)OC (some centres not stated) | / | / | 0.1% | 1%
44 | COc1cc(C(=O)NCc2nnc(SCC(=O)Nc3nc4ccc(C)cc4s3)o2)cc(OC)c1OC | / | / | 1.7% | -21%
45 | CCOC(=O)CNC(=O)CN1C(=O)CC(c2ccccc2)S(=O)(=O)c2ccccc21 (configuration not stated) | -12% | 0% | -6.5% | 9%

cpd | NPSR antag | HTT aggregate | L3MBTL1 block
31 | -25% | -15% | /
32 | ? | -17% | 15%
33 | -7%[46.1 µM] | -15% | 7%
34 | -15% | -6% | -15%
35 | -2%[46.1 µM] | ? | -6%
36 | -16% | ? | -10%
37 | -10% | 5%[9.22 µM] | -8%
38 | -13%[46.1 µM] | 5% | /
39 | 20% | 3% | -5%
40 | 12% | -14% | -3%
41 | 8%[46.1 µM] | 19% | 0%
42 | -13%[46.1 µM] | -4% | 5%[11.4 µM]
43 | 4% | 18%[9.22 µM] | 9%
44 | -5%[46.1 µM] | ? | 6%
45 | 21% | -14% | /

Other results:
cpd | SMILES | IMPase Li inh | Luc counter | Epigenetic reg | CBFb RUNX1 block
46 | C=CCSc1ncc(C#N)c(N)n1 | 11% | 1% | 0.0% | 1%
47 | O=C(C1CCN(C2CC(=O)N(c3ccc(F)cc3)C2=O)CC1)N1CCOCC1 (configuration not stated) | 7%[38.3 µM] | -5% | -1.1% | 5%
48 | Cc1nn(-c2ccccc2)c(N2CCCC2)c1/C=N/NC(=S)Nc1cc(C(F)(F)F)ccc1Cl | 2% | 0% | -1.0% | -3%
49 | CC1=C(C2=C(C)C(C(C)C)C3=C(C(=O)C(O)C3O)C2O)C(O)C2=C(C(O)C(O)C2=O)C1C(C)C (configuration not stated) | 13% | 0% | -2.6% | 7%[21.7 µM]

cpd | NPSR antag | HTT aggregate | L3MBTL1 block
46 | -5% | -8% | 0%
47 | -17%[46.1 µM] | ? | /
48 | -16% | 28% | -2%
49 | / | / | /

Only part of the results is shown; count on the stated rates, not on these rows.
